L3MBTL1 block – blocks human L3MBTL1; actives 0.66% (n = 230,000); Potency, µM (titrated, usually from 57.1 µM), inactives show at the highest dose activity, negative = inhibition, hits mostly inhibitors; AlphaScreen L3MBTL1–H3K9me1 peptide binding; Q9Y468; active means well fitted inhibition curve with a large enough effect; inconclusive means small, poorly fitted or top-dose-only effect; inactive means no such curve, though single readings can be large or run the other way; further: nearly all actives have a fitted effect of over 60% in size
Target sequence (Q9Y468 whole entry, looked up): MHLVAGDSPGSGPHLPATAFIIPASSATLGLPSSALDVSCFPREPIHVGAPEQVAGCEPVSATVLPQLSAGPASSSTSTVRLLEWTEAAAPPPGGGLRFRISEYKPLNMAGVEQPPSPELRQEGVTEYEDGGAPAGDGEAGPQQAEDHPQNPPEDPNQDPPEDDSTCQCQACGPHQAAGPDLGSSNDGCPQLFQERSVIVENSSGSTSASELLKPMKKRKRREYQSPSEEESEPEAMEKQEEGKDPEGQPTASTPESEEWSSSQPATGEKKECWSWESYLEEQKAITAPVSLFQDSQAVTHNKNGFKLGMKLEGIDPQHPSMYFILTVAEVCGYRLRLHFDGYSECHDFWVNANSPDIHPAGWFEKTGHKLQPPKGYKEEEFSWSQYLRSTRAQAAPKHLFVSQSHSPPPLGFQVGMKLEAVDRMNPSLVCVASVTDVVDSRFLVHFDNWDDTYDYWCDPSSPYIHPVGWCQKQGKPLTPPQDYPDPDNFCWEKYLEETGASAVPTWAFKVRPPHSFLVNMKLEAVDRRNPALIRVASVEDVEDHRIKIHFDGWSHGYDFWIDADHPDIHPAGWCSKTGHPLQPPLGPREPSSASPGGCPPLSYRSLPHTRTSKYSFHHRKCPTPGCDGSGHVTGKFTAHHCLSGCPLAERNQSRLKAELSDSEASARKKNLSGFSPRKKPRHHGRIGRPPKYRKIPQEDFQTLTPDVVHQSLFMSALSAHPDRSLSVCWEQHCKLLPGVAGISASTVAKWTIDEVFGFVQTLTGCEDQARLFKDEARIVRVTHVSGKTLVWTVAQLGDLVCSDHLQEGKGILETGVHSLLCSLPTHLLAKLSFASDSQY
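L3MBTL1 (50 nM) pre-complexed 30 min with biotinylated H3(1-15)K9me1 peptide (75 nM), then compounds added for 30 min at room temperature; AlphaScreen streptavidin donor/nickel chelate acceptor beads (10 ug/mL final) read after 30 min dark incubation.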
* = called active by the depositor; ? = inconclusive; & = joins results of further samples; [ ] = remark or other dose. On the % scale 0 is the no-effect control and ±100 the full control effect; potency means the concentration at half of the fitted maximal effect.

L3MBTL1 block,SMILES
-2%,COc1ccc(-c2csc(NC(=O)c3c(C)noc3C)n2)cc1
-3%,Cc1noc(C)c1COc1ccccc1C(=O)N(C)CC(=O)Nc1cccc(F)c1
-1%,COc1ccc(CNC(=O)C[C@H]2C[C@H](C(=O)N3CCOCC3)[C@@]3(CCC4CCCC4)c4[nH]c5ccc(Cl)cc5c4CCN3C2=O)cc1OC
-2%,COc1ccc(O)c(-c2cc(-c3ccccc3Cl)[nH]n2)c1
-2%,CCN1CCN(CCC(=O)Nc2cc(C)ccc2C)CC1
6%,CC(C)c1nc2c(s1)CCc1onc(-c3ccc(Cl)cc3)c1-2
2%,CC(=O)c1ccc(OCCCC(=O)N2CCN(S(=O)(=O)c3ccc(C)cc3C)CC2)cc1
-6%,N#Cc1c(N2C(=O)c3ccc(C(=O)O)cc3C2=O)sc2c1CCCC2
4%,CC(C)(C)OC(=O)N1CCCC(C(=O)Nc2ccc(C(=O)N3CCCCC3)cc2)C1 (configuration not stated)
-11%,CC(NC(=O)c1ccccc1NC(=O)CN1CCN(c2ccccc2O)CC1)c1ccccc1 (configuration not stated)
5%,CCOc1ccccc1NC(=O)CSc1nnc2ccc(-c3ccccn3)nn12
2%,CS(=O)(=O)N1CCC(C(=O)Nc2cccc(F)c2)CC1
?,COc1cc(C(=O)OCC(=O)Nc2nnc(-c3ccccc3)o2)cc(OC)c1OC
4%,N#CC1(NC(=O)CN2C(=O)NC(c3ccccc3)(c3ccccc3)C2=O)CCCC1
6%,COc1ccc(NC(=O)CN(C)C(=O)c2c(C)nn(Cc3ccc(C)cc3)c2Cl)cc1
4%,CN(CC(=O)Nc1cccc(F)c1)CC(=O)Nc1ccccc1-c1ccccc1
0%,CC(CN1CCCC1)OC(=O)c1cccc(F)c1 (configuration not stated)
-25%,CC(OC(=O)c1ccc(Br)o1)C(=O)NCC1CCCCC1 (configuration not stated)
10%,CCCCn1c(N)c(N(CC(C)C)C(=O)C2CCCO2)c(=O)[nH]c1=O (configuration not stated)
0%,CCN(CC)S(=O)(=O)c1ccc(O)c(C(=O)OCC(=O)NC23CC4CC(CC(C4)C2)C3)c1
0%,CCN(CC(=O)Nc1cc(S(=O)(=O)N2CCOCC2)ccc1C)Cc1ccccc1
1%,CN(CC(=O)NC1CCN(Cc2ccccc2)CC1)S(=O)(=O)c1ccc(Cl)cc1
-7%,COc1cc(CNc2ncc(-c3ccc(Br)cc3)n2C)cc(OC)c1OC
-1%,O=C(CCc1nc2ccccc2c(=O)[nH]1)NNC(=O)COc1ccccc1Cl

15 neighbouring entries out of the list so far, for reference:
L3MBTL1 block,SMILES
-11%,CC(NC(=O)c1ccccc1NC(=O)CN1CCN(c2ccccc2O)CC1)c1ccccc1 (configuration not stated)
5%,CCOc1ccccc1NC(=O)CSc1nnc2ccc(-c3ccccn3)nn12
2%,CS(=O)(=O)N1CCC(C(=O)Nc2cccc(F)c2)CC1
?,COc1cc(C(=O)OCC(=O)Nc2nnc(-c3ccccc3)o2)cc(OC)c1OC
4%,N#CC1(NC(=O)CN2C(=O)NC(c3ccccc3)(c3ccccc3)C2=O)CCCC1
6%,COc1ccc(NC(=O)CN(C)C(=O)c2c(C)nn(Cc3ccc(C)cc3)c2Cl)cc1
4%,CN(CC(=O)Nc1cccc(F)c1)CC(=O)Nc1ccccc1-c1ccccc1
0%,CC(CN1CCCC1)OC(=O)c1cccc(F)c1 (configuration not stated)
-25%,CC(OC(=O)c1ccc(Br)o1)C(=O)NCC1CCCCC1 (configuration not stated)
10%,CCCCn1c(N)c(N(CC(C)C)C(=O)C2CCCO2)c(=O)[nH]c1=O (configuration not stated)
0%,CCN(CC)S(=O)(=O)c1ccc(O)c(C(=O)OCC(=O)NC23CC4CC(CC(C4)C2)C3)c1
0%,CCN(CC(=O)Nc1cc(S(=O)(=O)N2CCOCC2)ccc1C)Cc1ccccc1
1%,CN(CC(=O)NC1CCN(Cc2ccccc2)CC1)S(=O)(=O)c1ccc(Cl)cc1
-7%,COc1cc(CNc2ncc(-c3ccc(Br)cc3)n2C)cc(OC)c1OC
-1%,O=C(CCc1nc2ccccc2c(=O)[nH]1)NNC(=O)COc1ccccc1Cl

(next part)
L3MBTL1 block,SMILES
2%[2.29 µM],Cc1ccc(C(C)C)c(OCCN2CCc3ccccc3C2)c1
6%[2.29 µM],O=C1C2C3C=CC(CC3)C2C(=O)N1c1ccc(F)cc1 (configuration not stated)
0%,S=C(Nc1ccc(Cl)cc1Cl)N1CCN(c2ccccn2)CC1
1%,CCCNC(=O)C1(CC2CC(c3ccccc3)=NO2)CCN(C(=O)C2CCCC2)CC1 (configuration not stated)
-7%,O=C(COC(=O)CSc1ccc(F)cc1)NCc1ccco1
13%,O=C(Nc1cc(S(=O)(=O)N2CCCC2)ccc1Cl)c1cc(F)c(F)c(F)c1F
-9%,COc1ccc(S(=O)(=O)N2CCCCC2)cc1NC(=O)c1ccccc1
35%[activator],CCOC(=O)C1(CCc2ccccc2)CCN(Cc2ccc(C(=O)OC)cc2)CC1
17%,COCCN(C(=O)c1ccc(-c2ccc(Cl)cc2)o1)c1c(N)n(Cc2ccccc2)c(=O)[nH]c1=O
-3%,Cc1ccc(NC(=O)c2nc[nH]c2C(=O)N2CCN(C(=O)OC(C)(C)C)CC2)cc1
8%,Cc1cc(Br)ccc1SCC(=O)NNC(=O)c1ccco1
4%,O=C(Nc1ccc(Cl)c(S(=O)(=O)N2CCOCC2)c1)c1ccc(Cl)nc1
4%,CN1C(=O)[C@H]2[C@@H](/C=C/c3ccccc3)N3C(=O)CN(CCO)C(=O)[C@@]3(Cc3ccccc3)[C@H]2C1=O
0%,CCOC(=O)c1ccc(NC(=O)CNNC(=O)COc2ccccc2C)cc1
-10%,COc1ccc(OC)c(CCNC(=O)c2ccc(NC3=NC4CS(=O)(=O)CC4S3)cc2)c1 (configuration not stated)
13%,CC(C)CN1CC(COCc2ccccc2)Oc2ccccc2S1(=O)=O (configuration not stated)
-4%,Cc1cccc(OCc2nnc(SCC(=O)c3c(N)n(C4CC4)c(=O)[nH]c3=O)o2)c1
3%,Cc1nnc(SC(C)C(=O)NC2CCCCC2)s1 (configuration not stated)
-11%,O=C(CNc1cc([N+](=O)[O-])ccc1NCCO)Nc1cccc(S(=O)(=O)N2CCCCC2)c1
-2%,CC(C(=O)NC(=O)NC1CCCCC1)N(C)CC(=O)Nc1ccc(F)c(F)c1F (configuration not stated)
-2%,O=C(CSc1n[nH]c(-c2ccccc2F)n1)Nc1cc(F)ccc1F
10%,O=C(CCNS(=O)(=O)c1ccccc1F)OCc1ccccc1Cl
0%,O=C(NCCCCNCCCNC(=O)c1ccccc1)c1ccccc1
3%,COc1ccc(NC(=O)CC2SC(N3CCOCC3)=NC2=O)cc1OC (configuration not stated)
-1%,CN1CCC(N(C)C(=O)c2ccc(Cl)c(S(=O)(=O)N3CCCCC3)c2)CC1
-3%,COc1ccc(NC(=O)CSc2ccc3c(c2)OCCO3)cc1
7%,COc1ccc(CC(=O)OCC(=O)NCc2ccc(F)cc2)cc1
4%,COC(=O)C(Cc1ccccc1)NC(=O)CC(C)CC(=O)Nc1ccc(OC)cc1OC (configuration not stated)
0%,CCOC(=O)c1c(NC(=O)COC(=O)CC(NC(C)=O)c2ccccc2)sc(C(=O)NC)c1C (configuration not stated)
5%,COCCN(C(=O)CSc1nnc(-c2ccc(C)c(C)c2)o1)c1c(N)n(CC(C)C)c(=O)[nH]c1=O
-7%,CCOc1ccc(Br)cc1S(=O)(=O)NC1CC(C)(C)NC(C)(C)C1
1%,COc1ccc(/C=C/C(=O)OCC(=O)NC2CCCCCC2)cc1OC
0%,COCCCNC(=O)N1c2ccccc2Sc2ccccc21
5%,O=C(COC(=O)c1cc(Cl)nc(Cl)c1)NCCc1ccc(F)cc1
20µM*,CC(=O)c1ccccc1Oc1cc(NN2CCCCC2)c([N+](=O)[O-])cc1[N+](=O)[O-]
-5%,Cc1cc(S(=O)(=O)Nc2ccc(C(=O)NCC(c3ccco3)N(C)C)cc2)ccc1F (configuration not stated)
5%,O=[N+]([O-])c1ccccc1/C=C/CN1CCN(Cc2ccc3c(c2)OCO3)CC1
6.3µM*,Cc1nnc(NC(=O)c2cc(-c3ccco3)nc3ccccc23)s1
-9%,Cc1ccc(S(=O)(=O)N2CCCCC2CCNC(=O)C(=O)NC2CCCC2)cc1 (configuration not stated)
3%,Cc1ccc(S(=O)(=O)N(CC(=O)Nc2ccc(Cl)cc2)C(=O)N2CCN(C)CC2)cc1
3%,COc1ccc(C(=O)NCCS(=O)(=O)N(C)Cc2ccccc2)cc1
-2%,CS(=O)(=O)N(CC(=O)N1CCOCC1)c1cc(C(F)(F)F)ccc1Cl
-6%[2.29 µM],Cc1cc(C(=O)NC(C)CCc2ccccc2)ccc1[N+](=O)[O-] (configuration not stated)
-7%,CCOCc1c(C(=O)N2CCN(CCOc3ccc(Cl)cc3)CC2)oc2ccccc12
-10%[2.29 µM],COc1ccccc1N1CCN(CCN2C(=O)C3CCCN3C2=O)CC1 (configuration not stated)
-6%,COc1ccccc1CCC(=O)N(CCC1=CCCCC1)c1c(N)n(Cc2ccccc2)c(=O)[nH]c1=O
-2%,COc1ccc(CCN(C)C(=O)C2CC(=O)N(Cc3ccc(C)cc3)C2)cc1OC (configuration not stated)
-4%,COc1ccc(NC(=O)CN2C(=O)COc3ccc(C)cc32)c(OC)c1
-6%,O=C(Cn1cnc2c(NCc3ccccc3)ncnc21)NCC1CCCO1 (configuration not stated)
-2%,COc1ccc(CC(=O)OCC(=O)NC2CC2)cc1
0%,Cc1ccc(NC(=O)c2ccc(OCc3c(C)noc3C)cc2)c(C)c1
5%,CCc1cc(C(=O)NNC(=O)c2csc(N3CCOCC3)n2)sc1C
-9%,CC(C)C(NC(=O)c1ccc(F)cc1)C(=O)N1CCOCC1 (configuration not stated)
-4%,Cc1ccc(CCNS(=O)(=O)c2c(C)nc3sccn3c2=O)cc1
-7%,C=CCn1c(C)nnc1SCC(=O)Nc1ccc2c(c1)OCCO2
1%,C#CCOCCOCCOCCNc1nc(N2CCN(C(=O)C([C@@H](C)O)n3cc([C@@H](N)CCCCN)nn3)CC2)nc(N2CCN(C(=O)[C@H](CCCN=C(N)N)n3cc(C(N)[C@@H](C)CC)nn3)CC2)n1 (some centres not stated)
3%,CCN(CC)C(=O)COc1ccc2c3c(c(=O)oc2c1)CCCC3
-2%,CC(C)NC(=O)COc1ccc(S(=O)(=O)N2CCCC2)cc1
1%[2.29 µM],Nc1cccc(Nc2ncnc3ccccc23)c1
-5%,O=C1Cc2cc(NS(=O)(=O)c3ccc(Cl)cc3)cc3c2N1CCC3

New compounds follow
L3MBTL1 block,SMILES
1%,Cc1ccc2c(c1)N(CCCC(=O)NCCCN1CCCCC1)C(=O)CO2
-17%,CCOc1ccc(OCCSc2ccc(S(=O)(=O)N3CCN(C)CC3)cn2)cc1
7%,Cc1cccc(NC(=O)C2CCN(C(=O)c3ccc(F)cc3)CC2)n1
19%,NC(=O)C1CCN(C(=O)CCC(=O)c2cccs2)CC1
0%,COc1ccc(-c2sc3ccccc3c2-c2ccc(OCCN(C)C)cc2)cc1
?,Cc1ccc(CN2CCN(/N=C/c3ccc(O)c(O)c3)CC2)cc1
7%,CCN(C[C@H]1N[C@@](C)(C(=O)OC)[C@H]2C(=O)N(C)C(=O)[C@@H]12)C(=O)COc1ccccc1
2%,COc1ccc(S(=O)(=O)Nc2cc3c4c(c2)CCN4C(=O)CC3)cc1OC
-5%,c1cnc2cc(-c3ccsc3)ncc2c1
-2%,FC(F)(F)c1ccc2c3n(nc2c1)CCN=C3c1ccc(Cl)cc1
-3%,CC1(C)Cc2ccccc2-c2[nH]c(=S)[nH]c(=O)c21
?,COc1ccc(-c2sc3cc(OC)c(OC)cc3c2C#CCO)cc1
6%,CCCCn1c(N)c(N(CC(C)C)C(=O)CCNC(=O)c2ccc(Cl)cc2)c(=O)[nH]c1=O
-3%,O=C(c1cccc(S(=O)(=O)N2CCN(c3ccc(F)cc3)CC2)c1)N1CCCC(C(F)(F)F)C1 (configuration not stated)
-4%,COc1ccc(CNc2nccs2)cc1OC
1%,CC1CCN(C(=O)C2COc3ccccc3O2)CC1 (configuration not stated)
1%,NC(=O)C1CCN(CC(=O)Nc2cc(S(=O)(=O)N3CCOCC3)ccc2N2CCCC2)CC1
0%,CCN(Cc1ccc2c(c1)OCO2)C(=O)CSc1ncnc2sccc12
-5%,COc1cccc(Oc2ccc(S(=O)(=O)N3CCOCC3)cc2[N+](=O)[O-])c1
1%,O=C(Nc1ccccc1N1CCOCC1)C1=COCCO1
-2%,O=C(OCC(=O)N1CCN(C(=O)c2ccco2)CC1)c1c(Cl)cccc1Cl
0%,Cc1ccc(OCC(=O)NC2CCSc3ccccc32)cc1 (configuration not stated)
1%,C[C@H]1CN=C(Nc2ccccc2)N1CC1CCCCC1
0%,COc1cc(C(=O)Nc2ncccc2C)ccc1OCC(=O)N1CCOCC1
-2%,CCCN(Cc1nnc(-c2cccs2)o1)C(=O)c1cccc(S(=O)(=O)N2CCOCC2)c1
1%,Cc1cc(OCCn2cncn2)ccc1[N+](=O)[O-]
-4%,O=S(=O)(c1ccccc1)N1CCN(Cc2c(O)ccc3ccccc23)CC1
-1%,COc1ccc(S(=O)(=O)N2CCCCC2)cc1NC(=O)c1[nH]c(C)c(C(C)=O)c1C
7%,CC(=O)N1CCc2c(sc3c2c(=O)n(Cc2ccccc2)c(=O)n3CC(=O)NCC2CCCO2)C1 (configuration not stated)
26%&11%,O=C(OCC#CCSc1nnc(-c2cccc3ccccc23)o1)c1ccc(Br)cc1
-2%,COc1cc(OC)c(OC)cc1CNC(=O)c1ccc(S(=O)(=O)N2CC(C)OC(C)C2)cc1 (configuration not stated)

This is a subset, so the mix of outcomes need not match the whole.
